RECQ1 helicase = RECQ1 (human) helicase inhibition. 0.54% of 240,000 active. Potency, µM (highest dose often 57.3 µM), without a hit: at the highest dose activity, negative = inhibition, actives largely listed as inhibitors. AID 2549. P46063. RECQ1 DNA unwinding, red fluorescence kinetic read;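 note: plate controls were vehicle for no effect and no enzyme for full effect; nearly all actives have a fitted effect of over 30% in size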
Target sequence (P46063 whole entry, looked up): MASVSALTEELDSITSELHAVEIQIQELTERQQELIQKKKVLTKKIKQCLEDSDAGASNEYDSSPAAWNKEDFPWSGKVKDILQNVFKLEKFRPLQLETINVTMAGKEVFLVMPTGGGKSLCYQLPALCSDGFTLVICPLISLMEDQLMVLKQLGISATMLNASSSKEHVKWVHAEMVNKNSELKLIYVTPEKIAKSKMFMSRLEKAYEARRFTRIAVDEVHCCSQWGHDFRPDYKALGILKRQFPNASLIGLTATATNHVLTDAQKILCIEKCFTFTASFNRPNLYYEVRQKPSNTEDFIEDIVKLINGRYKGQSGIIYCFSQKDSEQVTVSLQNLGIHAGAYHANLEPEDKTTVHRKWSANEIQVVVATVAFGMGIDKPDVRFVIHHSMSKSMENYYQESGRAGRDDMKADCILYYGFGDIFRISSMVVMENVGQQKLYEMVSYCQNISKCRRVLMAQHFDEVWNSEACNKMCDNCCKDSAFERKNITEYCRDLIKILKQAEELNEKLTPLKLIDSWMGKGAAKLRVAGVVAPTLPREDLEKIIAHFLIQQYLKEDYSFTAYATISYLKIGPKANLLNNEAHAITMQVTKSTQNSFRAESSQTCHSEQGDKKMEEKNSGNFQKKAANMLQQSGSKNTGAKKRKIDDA
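50 nM RECQ1T1 preincubated 15 min with compound in Tris pH 8.0 buffer with MgCl2, DTT, Tween-20 and 2.5 ug/ml poly(dI-dC); started with 200 nM TAMRA/BHQ-2 forked duplex and 2 mM ATP. Unwinding read as fluorescence (525/598 nm), two reads 2 h apart.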
Epigenetic reg = derepresses silenced GFP reporter in murine cells; murine LDR cells, GFP reporter derepression, 30 h; Potency, µM (series often up to 53.9 µM), for inactives: at the top dose GFP activation, usual class: activators; 0.2% of 280,000 active; note: % of control where 0% means no effect; nearly all actives have a fitted effect of over 60% in size
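In this reporter-derepression format, murine cells bearing a silenced integrated CMV-GFP locus incubate with test compound (30 h, 37 C), then are washed and imaged; fluorescent objects of 20–120 um count as induced cells.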
* hit, by the source's call; i = inactive; & = joins results of further samples; [ ] = dose if it differs, or a comment. Calls come from the whole dose curve; as a rule, active = well fitted curve in the direction sought with a large enough effect; inconclusive = small, poorly fitted or top-dose-only effect, or another doubt; inactive = no such curve, though single readings can be large; an effect the other way counts as inactive or inconclusive. Potency is the fitted concentration of half-maximal effect. The list is partial. The share of hits here may be higher or lower than overall.

SMILES | RECQ1 helicase | Epigenetic reg
CCOC(=O)CCN1C(=O)[C@H]2[C@H]3[C@H](O)[C@H](O)C/C(=N/OCC(C)C)[C@@H]3CC[C@@H]2C1=O | -4%[11.5 µM] | 0.0%[10.1 µM]
C#CCCCO/N=C1/C[C@@H](O)[C@@H](O)[C@@H]2[C@@H]3C(=O)N([C@@H](C)c4ccccc4)C(=O)[C@H]3CC[C@H]12 | i[11.5 µM] | 3.1%[10.1 µM]
CC1C=CCCOC1c1ccccc1 (stereo not drawn) | 0%[11.5 µM] | 0.0%[10.1 µM]
C[C@@H]1CC[C@H]2C(=O)NC[C@@H](O)CN2[C@@H]1c1ccc(Br)cc1 | i[11.5 µM] | 1.1%[10.1 µM]
COC(=O)[C@H](Cc1ccccc1)NC(=O)C/C=C\[C@@H](C)[C@@H](CO)OC | 0%[11.5 µM] | 2.2%[10.1 µM]
CC(C)=CCC/C(C)=C/CO/N=C1/C[C@@H](O)[C@@H](O)[C@@H]2[C@H]3C(=O)N(c4ccc(F)cc4F)C(=O)[C@@H]3CC[C@@H]12 | 16%[11.5 µM] | 0.0%[10.1 µM]
CO[C@H]1COC(=O)[C@@H](C)COC(=O)[C@H](C)NC(=O)C/C=C\[C@H]1C | -2%[11.5 µM] | 0.0%[10.1 µM]
CC(C)=CCC/C(C)=C/CO/N=C1/[C@H]2O[C@@H]2[C@@H](O)[C@H]2[C@H]1CCn1c(=O)n(Cc3cc4c(cc3Cl)OCO4)c(=O)n12 | 1%[11.5 µM] | 0.0%[10.1 µM]
CC(=O)OC[C@@H]1O[C@H](C/C=N\O[C@@H](C)c2cc(-c3c(C)cc(C)cc3C)no2)C=C[C@@H]1OC(C)=O | -2%[11.5 µM] | 0.0%[10.1 µM]
CCCNC(=O)OC[C@@H]1O[C@H](CCO/N=C(\C)CCC(=O)OC[C@@H]2O[C@H](C#Cc3ccccc3)C=C[C@@H]2Oc2ccc(C)cc2)C=C[C@@H]1Oc1ccc(OC)cc1 | -8%[11.5 µM] | 1.1%[10.1 µM]
COC(=O)N1CCc2cc(OC)c(OC)cc2C1Cc1ccc(OC)cc1 (stereo not drawn) | i[11.5 µM] | 0.0%[10.1 µM]
C#CCCCO/N=C1/C[C@@H](O)[C@@H](O)[C@@H]2[C@@H]3C(=O)N(CC)C(=O)[C@H]3CC[C@H]12 | i[11.5 µM] | 1.1%[10.1 µM]
CC1CCC2C(=O)N3C(CCC(C)[C@H]3c3cccc(N4CCCC4=O)c3)C(=O)N2C1c1cccc(N2CCCC2=O)c1 (stereo partly drawn) | i[11.5 µM] | 1.1%[10.1 µM]
CO[C@H]1COC(=O)CCC[C@@H](C)[C@H](OC)COC(=O)[C@H]2CCCN2C(=O)C/C=C\[C@@H]1C | i[11.5 µM] | -0.5%[10.1 µM]
CCc1cc2c(nc1CC)CCN(CC/C(C)=N/OC[C@@H](O)COCc1ccco1)C2 | 6%[11.5 µM] | 0.0%[10.1 µM]
O=C1[C@H]2[C@H]3[C@H](O)[C@H](O)C/C(=N/OC[C@@H](O)COCc4ccco4)[C@H]3CC[C@@H]2C(=O)N1c1cccc(Oc2ccccc2)c1 | i[11.5 µM] | 1.1%[10.1 µM]
CCCCCCC1=Cc2cc(OC)c(OC)cc2C(CC(=O)/C=C/OC)O1 (stereo not drawn) | i[11.5 µM] | 1.1%[10.1 µM]
CCc1cc2c(nc1CC)CCN(CC/C(C)=N/O[C@@H](C)c1cn([C@@H]3COC[C@@H]3O)nn1)C2 | 1%[11.5 µM] | 0.0%[10.1 µM]
CCCCCCC(=O)Cc1cc(OC)c(OC)cc1/C=C(/C(C)=O)C(=O)OC | i[11.5 µM] | 1.1%[10.1 µM]
CC(=O)OC[C@@H]1O[C@H](C/C=N\OC[C@@H](O)[C@H]2O[C@H]3OC(C)(C)O[C@H]3[C@@H]2O)C=C[C@@H]1OC(C)=O | 5%[11.5 µM] | 0.0%[10.1 µM]
CO[C@H]1COC(=O)C/C=C\[C@H](C)COC(=O)[C@@H](C)NC(=O)C/C=C\[C@@H]1C | 17%[11.5 µM] | 0.0%[10.1 µM]
C=CCOC(=O)C(C(C)=O)C(NC(=O)OC)c1ccco1 (stereo not drawn) | 14%[11.5 µM] | 0.0%[10.1 µM]
CCC1OCCC=CC1C (stereo not drawn) | i[11.5 µM] | 0.0%[10.1 µM]
CCc1cc2c(nc1CC)CCN(CC/C(C)=N/O[C@@H](C)c1cn([C@H](CO)Cc3ccccc3)nn1)C2 | 10%[11.5 µM] | 0.0%&0.0%[10.1 µM]
CCN1C(=O)[C@H]2[C@H]3[C@H](O)[C@H](O)C/C(=N/NC(=O)OCc4ccc(OC)cc4)[C@H]3CC[C@@H]2C1=O | -11%[11.5 µM] | 1.1%[10.1 µM]
CO[C@H]1COC(=O)C/C=C\[C@@H](C)COC(=O)[C@@H](OCc2ccccc2)/C=C\[C@@H]1C | -3%[11.5 µM] | 1.1%[10.1 µM]
COc1ccc(COC(=O)N/N=C2/C[C@@H](O)[C@@H](O)[C@@H]3[C@@H]4C(=O)N(C[C@@H]5CCCO5)C(=O)[C@H]4CC[C@H]23)cc1 | -5%[11.5 µM] | 1.1%[10.1 µM]
Cc1cc2c(nc1C)CCCN2C[C@H](C)O/N=C1/[C@H]2O[C@@H]2[C@@H](O)[C@H]2[C@H]1CCn1c(=O)n(-c3ccccc3)c(=O)n12 | -1%[11.5 µM] | 2.0%[10.1 µM]
COCn1c2ccccc2c2nnc(C(C)=O)nc21 | 15%&-2%[11.5 µM] | 0.0%&0.8%[10.1 µM]
COc1cccc([C@@H]2Oc3ccc(OC)cc3/C(=N/O[C@@H](C)CN3CCCc4nc(C)c(C)cc43)[C@@H]2O)c1 | 0%[11.5 µM] | 0.0%[10.1 µM]
CC(=O)C[C@H](O)[C@@H](NC(=O)OC(C)(C)C)C(C)C | -2%[11.5 µM] | 0.0%[10.1 µM]
COC(=O)C/C=C\[C@@H](C)[C@@H](/C=N\O[C@@H](C)CN1CCCCc2nc(C)c(C)cc21)OC | 1%[11.5 µM] | 0.0%[10.1 µM]
CCOC(=O)N/N=C1/C[C@@H](O)[C@@H](O)[C@@H]2[C@@H]3C(=O)N([C@@H](C)c4ccccc4)C(=O)[C@H]3CC[C@@H]12 | i[11.5 µM] | 2.3%[10.1 µM]
C[C@H](c1ccccc1)N1C(=O)[C@H]2[C@@H]3[C@H](O)[C@H](O)CC(=O)[C@H]3CC[C@H]2C1=O | i[11.5 µM] | 0.8%[10.1 µM]
COc1ccc(O[C@H]2C=C[C@@H](c3ccccc3)O[C@@H]2CO/N=C\[C@@H](C)[C@H](OCc2ccccc2)C(C)C)cc1 | i[11.5 µM] | 0.0%[10.1 µM]
C=CC[C@@H]1C=C[C@H](O/N=C2\c3cc(OC)ccc3O[C@H](c3cccc(OC)c3)[C@H]2O)[C@H](CO)O1 | -3%[11.5 µM] | 0.0%[10.1 µM]
COC(=O)C1=C(C)[C@@H](O)[C@@H](C)[C@H](c2c(OC)c(OC)c(C)c(OC)c2OC)O1 | i[11.5 µM] | 0.8%[10.1 µM]
CO[C@@H]1COC(=O)C/C=C\[C@H](C)COC(=O)[C@H](C)NC(=O)C/C=C\[C@H]1C | i[11.5 µM] | 0.0%[10.1 µM]
CON(C)C(=O)c1nnc2c3ccccc3n(S(=O)(=O)c3ccc(C)cc3)c2n1 | 8%[11.5 µM] | 0.8%&1.1%[10.1 µM]
COC(=O)C12CC3(CCC4C5C(C(OCc6ccccc6)C41)C52)OCCO3 (stereo not drawn) | 14%[11.5 µM] | 0.0%[10.1 µM]
COc1ccc(OC2C=CC(C#Cc3ccccc3)OC2CO)cc1 (stereo not drawn) | -5%[11.5 µM] | 2.2%[10.1 µM]
COC(=O)C/C=C\[C@@H](C)[C@@H](/C=N\OC[C@@H]1O[C@H](c2ccccc2)C=C[C@@H]1Oc1ccc(OC)cc1)OC | -3%[11.5 µM] | 1.1%[10.1 µM]
CC(C)(C)N1C(=O)[C@H]2[C@H]3[C@H](O)[C@H](O)C/C(=N/OC[C@@H](O)COCc4ccco4)[C@@H]3CC[C@@H]2C1=O | i[11.5 µM] | 1.1%[10.1 µM]
CC(C)=CCC/C(C)=C/CO/N=C1/C[C@@H](O)[C@@H](O)[C@@H]2[C@@H]3C(=O)N([C@@H](C)c4ccccc4)C(=O)[C@H]3CC[C@H]12 | i[11.5 µM] | 0.8%[10.1 µM]
COc1cccc([C@H]2Oc3ccc(OC)cc3/C(=N\O[C@@H]3O[C@H](COC(C)=O)[C@H](OC(C)=O)[C@H](OC(C)=O)[C@H]3OC(C)=O)[C@@H]2O)c1 | -1%[11.5 µM] | 0.0%[10.1 µM]

Eight neighbouring records already listed:
SMILES | RECQ1 helicase | Epigenetic reg
CC(=O)C[C@H](O)[C@@H](NC(=O)OC(C)(C)C)C(C)C | -2%[11.5 µM] | 0.0%[10.1 µM]
COC(=O)C/C=C\[C@@H](C)[C@@H](/C=N\O[C@@H](C)CN1CCCCc2nc(C)c(C)cc21)OC | 1%[11.5 µM] | 0.0%[10.1 µM]
CCOC(=O)N/N=C1/C[C@@H](O)[C@@H](O)[C@@H]2[C@@H]3C(=O)N([C@@H](C)c4ccccc4)C(=O)[C@H]3CC[C@@H]12 | i[11.5 µM] | 2.3%[10.1 µM]
C[C@H](c1ccccc1)N1C(=O)[C@H]2[C@@H]3[C@H](O)[C@H](O)CC(=O)[C@H]3CC[C@H]2C1=O | i[11.5 µM] | 0.8%[10.1 µM]
COc1ccc(O[C@H]2C=C[C@@H](c3ccccc3)O[C@@H]2CO/N=C\[C@@H](C)[C@H](OCc2ccccc2)C(C)C)cc1 | i[11.5 µM] | 0.0%[10.1 µM]
C=CC[C@@H]1C=C[C@H](O/N=C2\c3cc(OC)ccc3O[C@H](c3cccc(OC)c3)[C@H]2O)[C@H](CO)O1 | -3%[11.5 µM] | 0.0%[10.1 µM]
COC(=O)C1=C(C)[C@@H](O)[C@@H](C)[C@H](c2c(OC)c(OC)c(C)c(OC)c2OC)O1 | i[11.5 µM] | 0.8%[10.1 µM]
CO[C@@H]1COC(=O)C/C=C\[C@H](C)COC(=O)[C@H](C)NC(=O)C/C=C\[C@H]1C | i[11.5 µM] | 0.0%[10.1 µM]

(continued)
SMILES | RECQ1 helicase | Epigenetic reg
CC[C@@H](c1ccccc1)n1c(=O)n2n(c1=O)[C@H]1[C@H](O)[C@H]3O[C@@H]3/C(=N/OC[C@@H](O)COCc3ccco3)[C@@H]1CC2 | 11%[11.5 µM] | 0.0%[10.1 µM]
COC(=O)C1=C(C)N(Cc2ccccc2)C2=C3C(=O)N(C)C(=O)C3[C@@](O)(C(=O)OC)C(=O)N2C1c1ccccc1 (stereo partly drawn) | 12%&-1%[11.5 µM] | 2.0%&0.0%[10.1 µM]
C=CCCC/C=C(/C)C(OCc1ccc(OC)cc1)C(CC/C=C(\C)C(N)=O)OC (stereo not drawn) | i[11.5 µM] | 0.0%[10.1 µM]
CCCCCCC1=Cc2cc(OC)c(OC)cc2C(C(C(C)=O)C(=O)OC)O1 (stereo not drawn) | i[11.5 µM] | 1.1%[10.1 µM]
COc1cccc([C@@H]2Oc3ccc(OC)cc3/C(=N/OC[C@@H](C)[C@H](OCc3ccccc3)C(C)C)[C@@H]2O)c1 | 9%[11.5 µM] | 0.0%[10.1 µM]
COc1ccc(-c2ccc3c(n2)CCCN3C[C@H](O)CN2CCCc3nc(-c4ccc(Br)cc4)ccc32)cc1 | -11%&-12%[11.5 µM] | 1.1%&0.8%[10.1 µM]
CC(C)=CCC1(CC=C(C)C)C(=O)C(C(=O)c2ccccc2)=C2OC(C)(C)CCC2(CC=C(C)C)C1=O (stereo not drawn) | 17%[11.5 µM] | 0.0%[10.1 µM]
CCc1cc2c(nc1CC)CCN(CC/C(C)=N/O[C@@H](C)CN1CCCc3nc(C)c(C)cc31)C2 | -1%[11.5 µM] | 1.1%[10.1 µM]
COC(=O)[C@@H]1CC[C@H](C)[C@@H](c2ccc(C)cc2)N1C(=O)c1ccc(/C=N\OC[C@@H]2O[C@H](c3ccccc3)C=C[C@@H]2Oc2ccc(OC)cc2)cc1 | -3%[11.5 µM] | 1.1%[10.1 µM]
CC(=O)Nc1ccc(C2C(C)CCC3C(=O)N4C(CCC(C)[C@@H]4c4ccc(NC(C)=O)cc4)C(=O)N32)cc1 (stereo partly drawn) | 7%[11.5 µM] | 0.0%[10.1 µM]
CO[C@@H]1/C=C\CC(=O)N[C@@H](C)C(=O)OC[C@@H](OC)[C@H](C)/C=C\CC(=O)OC[C@H]1C | i[11.5 µM] | -0.9%[10.1 µM]
Cn1c(=O)n2n(c1=O)[C@H]1[C@H](O)[C@H]3O[C@H]3C(=O)[C@H]1CC2 | i[11.5 µM] | 0.0%[10.1 µM]
CC1CCC2C(=O)N3CCCC3C(=O)N2C1c1ccc(Br)cc1 (stereo not drawn) | 4%&-6%[11.5 µM] | 0.0%&0.8%[10.1 µM]
COC(=O)C1=C2N(Cc3ccccc3)C(C)=C(C(=O)OC)C(c3ccccc3)N2C(=O)[C@](O)(C(=O)OC)C1 (stereo partly drawn) | i[11.5 µM] | 1.1%&0.0%[10.1 µM]
CC(C)=CCC/C(C)=C/CO/N=C1/C[C@@H](O)[C@@H](O)[C@@H]2[C@@H]3C(=O)N(c4cccc(Oc5ccccc5)c4)C(=O)[C@H]3CC[C@H]12 | -2%[11.5 µM] | 0.0%[10.1 µM]
